hiPSC survival – hiPSC single-cell survival enhancement; actives 0.044% (n = 360,000); ATPlite luminescence; 100% = ROCK inhibitor wells, 0% = DMSO; survival enhancement, % at 20 µM; AID 602274; in the data active = survival enhancement above about 18%;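 also: cells exposed to compounds for 16 hours before the ATP read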
aDG glyco up – increases alpha dystroglycan glycosylation | Pro5-aDG cells, alpha-DG glycosylation AlphaScreen (IIH6); 0% Pro5, 100% B10-LARGE cell signal | activation, % at 10 µM | actives 0.22% (n = 360,000);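 active = activation of at least 8% versus controls, or a plate z-score of at least 8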;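 also: Pro5 are CHO cells carrying HIG-tagged alpha-DG that lacks glycosylation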
TWEAK-Fn14 inh – blocks TWEAK-Fn14 interaction in a reporter cell assay | AID 1159606 | inhibition, % at 10 µM | actives 2% (n = 360,000) | TWEAK-stimulated Fn14 reporter cells, luciferase luminescence, 8 h; in the data active = inhibition above about 50%
TRPM1 prom inh – MITF TRPM1 promoter inhibition in SK-MEL-5 cells. SK-MEL-5 TRPM1 promoter luciferase, 24 h. inhibition, % at 12.5 µM. actives 0.83% (n = 330,000);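 active = mean inhibition across replicates of 60% or more, whatever share of single replicates reaches that level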; also: values of inactives mirror those of a sister screen read the other way
KKLEB cytotox – CF airway cell cytotoxicity counter-screen; actives 0.36% (n = 360,000); activity change (cytotoxicity), % at 5 µM; KKLEB CF airway cells viability, ATPlite luminescence, overnight; hits give low values; cells stimulated with P. aeruginosa culture filtrate;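 active = corrected activity change at or below -50% at 5 µM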
Shn3 inh set2 – reduces Shn3 3'UTR luciferase signal in osteoblasts. Clone20 osteoblast Shn3 3'UTR firefly luciferase, 24 h. inhibition, % at 12.5 µM. actives 0.52% (n = 360,000). AID 588674;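 active = mean inhibition of at least 75% with every replicate also reaching 75%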;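 also: 0% = median of neutral control wells and 100% = pilot-screen positive control compound; some compounds past the cut are filed as inactive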
Peg3 promoter – Peg3 promoter activity inhibition; actives 1.7% (n = 360,000); inhibition, % at 20 µM; HeLa PEG-Prom luciferase reporter, luminescence, overnight;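 active = inhibition of at least 50% at 20 µM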
CF NFkB block – cystic fibrosis NF-kB activation inhibition | KKLEB NF-kB-GFP reporter, PAF-induced, GFP fluorescence overnight | inhibition, % at 5 µM | actives 0.86% (n = 360,000) | AID 588850;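 active = at least 50% inhibition at 5 µM, scaled per plate between neutral and stimulator controls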;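 also: PAF is a Pseudomonas aeruginosa culture filtrate used as stimulus; plate controls were PAF-stimulated DMSO wells for no effect and unstimulated DMSO wells for full effect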
NR2E3 ag-1 – agonists of human NR2E3 nuclear receptor; Q9Y5X4; actives 0.35% (n = 360,000); AID 602229; CHO-S Gal4-NCOR/VP16-NR2E3 two-hybrid, luciferase; inhibition of corepressor binding, % at 3.98 µM;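 active = inhibition above the mean of all tested compounds plus 3 SD, cut at about 70% in these data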;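 also: 0% = DMSO with NR2E3 transfected cells and 100% = cells lacking NR2E3 construct; higher means lower luciferase signal from less NR2E3 corepressor binding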
Target sequence (Q9Y5X4 whole entry, looked up, the tested form may be a part): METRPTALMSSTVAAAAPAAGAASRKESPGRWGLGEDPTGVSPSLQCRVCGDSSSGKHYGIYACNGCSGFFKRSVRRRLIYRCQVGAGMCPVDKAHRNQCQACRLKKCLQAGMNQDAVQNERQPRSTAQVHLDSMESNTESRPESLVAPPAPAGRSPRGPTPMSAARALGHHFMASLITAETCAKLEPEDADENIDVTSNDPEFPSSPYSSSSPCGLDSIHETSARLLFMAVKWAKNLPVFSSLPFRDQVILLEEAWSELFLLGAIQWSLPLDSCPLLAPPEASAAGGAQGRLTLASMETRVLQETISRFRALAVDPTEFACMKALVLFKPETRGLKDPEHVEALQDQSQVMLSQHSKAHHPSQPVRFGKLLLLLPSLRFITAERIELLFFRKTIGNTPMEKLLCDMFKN
NR2E3 ag-2 – agonists of human nuclear receptor NR2E3. GST-NR2E3/biotin-RetCOR TR-FRET, 1536-well. actives 0.12% (n = 320,000). inhibition of corepressor binding, % at 4.78 µM. Q9Y5X4. AID 2300;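 active = percent inhibition above the cutoff of mean plus 3 SD of all tested compounds, set per screening campaign, cut at about 20% in these data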;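 also: 0% = DMSO wells and 100% = biotin wells as full block of FRET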
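Test system: GST-NR2E3 and biotin-RetCOR proteins | Quantity: 1.35 nM GST-tagged NR2E3 final | Medium: Tris pH 7.5 | Also added: 7 nM biotin-RetCOR | Dosing: Compound at 4.8 µM, single dose | Timing: 5 h at 4 °C | Detection: Time-resolved FRET | Read-out basis: Percent inhibition | Benchmarks: Biotin wells as high control, 0.6% DMSO wells as low control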
HIF-2a inh – inhibitors of HIF-2a | 786-0 RCC cells HIF-2a reporter, luciferase luminescence, overnight | inhibition, % at 18.8 µM | actives 0.72% (n = 360,000) | AID 624352;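 active = inhibition of the luminescence signal of 40% or more relative to plate controls, in a single-dose primary screen at 18.75 µM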
An asterisk follows results filed as active; x = no result given. Hits appear at their usual frequency, and some 4.4% of all compounds hit somewhere here.

Each structure is followed by: Shn3 inh set2	CF NFkB block	TRPM1 prom inh	NR2E3 ag-1	hiPSC survival	HIF-2a inh	aDG glyco up	TWEAK-Fn14 inh	KKLEB cytotox	Peg3 promoter	NR2E3 ag-2
CCOC(=O)Cc1ccc(Nc2nc3cc(-c4ccccc4C)sc3c(=O)n2C)cc1
→ 1	25	x	18	4.8	-4	-0.3	-12	-4	11	x
COCCN(Cc1nc2ccccc2c(=O)[nH]1)C(=O)c1cccc(S(=O)(=O)N2CCCC2)c1
→ 4	13	4	2	0.8	12	0.3	-29	10	3	-2
O=C(c1cc2n(n1)C(C(F)(F)F)CC(c1ccc(Cl)cc1)N2)N1CCCC1 (centres undefined)
→ 4	7	13	14	1.2	4	0.1	6	-1	10	-3
O=C(Nc1ccc([N+](=O)[O-])cn1)c1cc(-c2cccc(Cl)c2)nc2ccccc12
→ 0	-29	-2	-10	-0.9	0	-0.3	-11	4	-6	-2
Cc1ccc(-n2nc(C(=O)O)c(C)c(C#N)c2=O)cc1Cl
→ -1	5	6	-30	0.1	9	-0.1	20	-4	-2	3
CCOC(=O)C1(C)CCN1C(=O)CSc1ccccc1 (centres undefined)
→ 5	22	x	-8	-0.2	0	0.0	-22	-14	1	x
O=C(NCCC1=CCCCC1)C1CCN(S(=O)(=O)c2cccc3nsnc23)CC1
→ 2	-4	-5	30	-0.6	3	0.2	-34	2	24	-1
CCCCOP(=O)(c1ccc(N(C)C)cc1)C(O)c1ccccc1F (centres undefined)
→ 0	0	2	19	-0.9	7	0.0	10	9	16	-2
O=C(c1cnn(C(=O)c2ccco2)c1)c1cc(Cl)cc(Cl)c1O
→ 5	8	-8	-29	-0.5	3	0.0	13	-9	5	x
COc1ccccc1N1CCN(C(=O)c2ccc(NS(=O)(=O)c3ccc(C)cc3)cc2)CC1
→ 17	3	-5	-14	-0.8	3	0.7	4	-4	18	3
O=C(CSc1nc2ccccc2[nH]1)Nc1cc(C(F)(F)F)ccc1N1CCOCC1
→ 10	20	6	1	3.5	22	0.0	0	-26	34	1
Cc1cc(C)nc(SCc2nnc(SCc3ccccc3Cl)o2)n1
→ 17	18	-6	-5	0.3	7	0.5	-4	1	10	1
Cc1cc(C(=O)OCC(=O)N2c3ccccc3NC(=O)C2(C)C)c(C)n1-c1ccccc1
→ 20	-2	4	-9	1.3	31	0.9	33	4	3	0
O=C(c1ccccc1)c1sc(N2CCOCC2)nc1-c1ccccc1
→ -14	-3	10	-11	2.0	25	-0.4	-8	1	8	-1
CC(=O)Nc1ccc(S(=O)(=O)N2CCN(S(=O)(=O)N3CCC(C)CC3)CC2)cc1
→ 1	6	2	8	-0.2	5	0.0	-8	-1	21	4
COC(=O)c1c(O)cc(C(C)(C)C)n(-c2ccc(F)cc2)c1=O
→ -5	-19	7	14	0.0	16	-0.2	32	2	-46	-2
COc1cc(-c2nnc(SCC(=O)NC3CCS(=O)(=O)C3)o2)cc(OC)c1OC (centres undefined)
→ 12	0	-15	-27	-0.6	14	-0.1	-64	11	14	1
O=Cc1ccccc1OCCOc1ccc([N+](=O)[O-])cc1
→ -27	-15	10	-30	1.5	-1	0.0	-11	7	-8	-1
Cc1ccc2c(COC(=O)c3ccccc3F)cc(=O)oc2c1
→ 0	-8	-23	-2	0.3	-154	-0.1	63*	-3	-81	3
Cc1cc(C)cc(N(CC(=O)NCc2ccc(F)cc2)C(=O)CCC(=O)Nc2ccccn2)c1
→ 9	-2	5	4	-0.7	17	0.1	-6	-15	8	0

Another view of part of the listing above:
Structure | Shn3 inh set2 | CF NFkB block | TRPM1 prom inh | NR2E3 ag-1 | hiPSC survival | HIF-2a inh | aDG glyco up | TWEAK-Fn14 inh | KKLEB cytotox | Peg3 promoter | NR2E3 ag-2
CCOC(=O)C1(C)CCN1C(=O)CSc1ccccc1 (centres undefined) | 5 | 22 | x | -8 | -0.2 | 0 | 0.0 | -22 | -14 | 1 | x
O=C(NCCC1=CCCCC1)C1CCN(S(=O)(=O)c2cccc3nsnc23)CC1 | 2 | -4 | -5 | 30 | -0.6 | 3 | 0.2 | -34 | 2 | 24 | -1
CCCCOP(=O)(c1ccc(N(C)C)cc1)C(O)c1ccccc1F (centres undefined) | 0 | 0 | 2 | 19 | -0.9 | 7 | 0.0 | 10 | 9 | 16 | -2

Continued:
Each structure is followed by: Shn3 inh set2	CF NFkB block	TRPM1 prom inh	NR2E3 ag-1	hiPSC survival	HIF-2a inh	aDG glyco up	TWEAK-Fn14 inh	KKLEB cytotox	Peg3 promoter	NR2E3 ag-2
CCCn1c(CCNc2nc(-c3ccc(OC)cc3)cs2)nc2ccccc21
→ -24	0	14	-12	1.1	-10	0.3	15	19	6	-3
CC1=NN(C(N)=S)C(=O)C1N=Nc1c(C)cc(C)cc1C (centres undefined)
→ -10	-38	2	73*	-3.1	-125	0.8	-19	12	-125	-1
CC1(C)CC(NC(=O)c2ccc(-c3ccc([N+](=O)[O-])cc3)o2)CC(C)(C)N1
→ -5	8	-11	-1	0.0	-27	-0.4	-9	2	-23	3
CCc1nnc(NC(=O)CSc2nccn2-c2cccc(C)c2)s1
→ -4	18	x	13	-2.6	-10	0.2	-9	1	-10	1
Cc1nc(C(F)(F)F)ccc1C(=O)Nc1ccccc1F
→ 9	0	-4	-3	-0.5	-18	-0.1	-12	1	-15	-3
O=C(CCNC(=O)c1ccccc1Cl)Nc1nc2ccccc2s1
→ -22	9	-29	-44	-1.4	-199	-0.4	9	-18	-208	-6
O=C(NCc1nnnn1-c1ccc(F)c(F)c1)c1ccc2ccccc2c1
→ 7	-9	8	35	0.2	-6	2.0	3	8	11	3
Fc1cc(F)cc(NC(=S)N2CCN(c3ncccn3)CC2)c1
→ 28	13	7	-22	0.6	10	-0.2	21	2	1	1
CNC(=O)CN(C1CCCCC1)S(=O)(=O)c1ccc(F)cc1
→ -12	4	-1	-23	-0.6	20	-0.1	-10	-7	20	1
COc1c(Cl)cc(Cl)cc1C(=O)n1nc(C)cc1C
→ 1	10	-3	-20	8.5	9	0.5	2	-4	-1	2
CCOc1cc(CNn2nnnc2N)ccc1OCC(=O)NC(C)(C)C
→ 1	-3	15	7	-2.2	11	0.1	-14	-1	-62	4
Cc1ccc(SCC(=O)NNC(=O)c2ccccc2)c(C)c1
→ 2	2	12	-12	1.4	11	0.0	18	4	-4	0
O=C(CSc1n[nH]c(=O)[nH]c1=O)Nc1ccc(SC(F)F)cc1
→ 6	-8	8	-11	-0.5	5	0.2	-5	-8	7	x
O=C(NCc1ccccc1Cl)c1ccccc1CCc1ccccc1
→ 0	0	-70	-14	-0.1	3	1.4	-22	-16	12	3
CCc1c(C)sc(NC(=O)c2ccco2)c1C#N
→ -58	-1	-50	-51	0.0	-169	0.2	-6	-6	-143	x
Cc1cc(O)cc2c1C1CCC3(C)C(O)CCC3C1C=C2 (centres undefined)
→ 17	4	2	-42	-0.4	-118	-0.3	-5	3	-73	x
Cc1ccc(C(=O)N2CC(C(=O)O)C2)cc1
→ 6	-7	1	-11	0.2	17	-0.1	-2	2	-3	-6
CCOC(=O)C1=C(C)N(C2CCCCC2)C(=O)C1
→ 0	26	6	-30	-0.9	3	0.2	2	-18	10	1
COC(=O)c1sccc1NC(=O)COc1ccc(C)cc1
→ -9	3	-19	-48	-1.9	-168	0.4	1	4	-114	-2
COc1ccccc1CNC(=O)CCc1ccccc1
→ -11	8	-3	5	-0.2	-53	-0.1	-14	3	-30	2

(more compounds)
Each structure is followed by: Shn3 inh set2	CF NFkB block	TRPM1 prom inh	NR2E3 ag-1	hiPSC survival	HIF-2a inh	aDG glyco up	TWEAK-Fn14 inh	KKLEB cytotox	Peg3 promoter	NR2E3 ag-2
CC(=O)C1=C(O)C(=O)OC1c1ccc(C)cc1 (centres undefined)
→ 1	5	10	3	1.7	12	-0.2	7	10	-5	4
Cc1cccc(C)c1NC(=O)CNC(=O)c1ccc(NS(=O)(=O)c2ccc3[nH]c(=O)[nH]c3c2)cc1
→ -25	-8	-4	-4	0.8	4	-0.2	-14	20	-17	-3
Oc1ccc2ccccc2c1C=NC12CN3CCN(CN(C3)C1)C2
→ 23	-16	3	-6	-0.5	11	0.1	2	9	3	6
CC1(C(=O)NS(=O)(=O)c2cccc(Cl)c2)CCN1C(=O)CCc1cccs1 (centres undefined)
→ 1	7	x	10	0.6	4	-0.1	0	3	-4	x
COc1ccc(CC(=O)NCc2ccc3c(c2)cc(C)n3C)cc1
→ -1	-12	-4	12	-2.3	13	-0.2	-27	17	2	0
COCCNC(=O)C1CCCN(C(=O)c2nc(C)oc2C)CC1 (centres undefined)
→ -9	19	x	-20	3.9	3	0.5	-10	-3	7	x
COc1ccc(Cl)cc1S(=O)(=O)NCc1nc2nc(C)cc(C)n2n1
→ -10	14	-4	1	-0.7	-1	-0.1	-11	3	1	1
COc1cc(OC)cc(C(=O)NN2CCOCC2)c1
→ 0	-34	-2	-4	-0.4	4	0.2	15	11	13	-1
O=C1OCCC/C1=C\c1ccc2c(c1)OCO2
→ -6	-11	0	-18	0.3	2	0.6	0	8	3	1
COc1ccc(CCC(=O)NCCS(=O)(=O)N2CCN(c3ccc(OC)cc3)CC2)cc1
→ 27	4	7	11	-0.1	4	-0.3	2	-10	15	0
CCOc1ccc(-c2noc(CCC(=O)NC)n2)cc1OCC
→ 6	-6	14	-11	-3.3	18	0.1	12	-3	6	0
Cc1cnc(NC(=O)c2cc3ccccc3o2)s1
→ -70	-16	-13	-170	-2.0	-193	-0.2	29	-3	-223	2
NS(=O)(=O)c1ccc(Nc2ccc3cc(S(=O)(=O)N4CCCCC4)ccc3n2)cc1
→ 6	7	24	-5	1.1	28	-0.2	5	0	30	3
O=C(CSc1nnc(NC(=O)C2CC2)s1)Nc1ccccc1C(F)(F)F
→ -8	4	10	-22	0.6	19	0.1	0	-8	22	2
CCC(=O)Nc1ccc(-c2nnc(SCc3ccc(C(=O)Nc4nccs4)cc3)n2CC)cc1
→ -49	12	-23	-23	-1.6	-41	0.0	32	-14	-37	4
O=C(Nc1ccc(-c2nc3ccccc3o2)cc1)c1ccc2c(c1)OCO2
→ -15	10	-7	-35	-0.2	-54	-0.4	1	-8	13	5
O=CN1CC(=O)N(c2ccccc2)c2c([nH]c3ccccc23)C1
→ -17	10	-2	5	2.5	14	-0.1	8	-4	18	1
COc1ccc(-c2nc3ccccc3s2)cc1O
→ 61	-10	46	-77	-6.0	40	0.2	99*	-54*	55*	1
CN(C)/C=C/C(=O)c1ccc2noc(-c3ccccc3)c2c1
→ -4	57*	0	-29	0.5	8	0.5	-13	-4	4	0
CN(C)CCNCc1ccc(OC2CCCC2)cc1
→ -2	-4	-13	3	1.1	-20	0.0	-8	-22	-23	10
O=C(NC1CCCCC1)C(c1ccc(F)cc1)N(CCN1CCOCC1)C(=O)c1ccc(-c2ccccc2)[nH]1 (centres undefined)
→ 0	-3	-9	16	-0.9	16	0.0	-23	2	0	0
N#C/C(=N\Nc1ccccc1)C(=N)N1CCCCC1
→ -15	4	-35	-121	-4.8	-162	-0.2	-2	-10	-232	-2
CCN(C(=O)Cn1c(=O)n(Cc2ccccc2)c(=O)c2ccccc21)c1cccc(C)c1
→ -15	0	2	-4	2.0	10	-0.2	20	4	23	2
